# Screening results from PubChem BioAssay.
# mIAP act = increases mouse intestinal alkaline phosphatase activity | muIAP, CDP-Star luminescence, 30 min; hits give high values; 1 = vehicle-only enzyme signal, 0 = enzyme-free wells | activation factor at 10 µM | 330,000 tested, 0.24% active | AID 2805;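 active means activation factor of at least 2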; further: the source names both 10 and 20 µM as test concentration; values of inactives mirror those of a sister screen read the other way
#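 Assay system: mouse IAP enzyme; Reagent: CDP-Star chemiluminescent phosphatase substrate; Compound: DMSO-dissolved test compounds; Incubation: 30 min, room temperature; Technique: luminescence from enzymatic CDP-Star hydrolysis; Controls: DMSO-only wells and no-enzyme negative control.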
# A3A deaminase = human APOBEC3A DNA deaminase inhibition. P31941. recombinant A3A, FAM/TAMRA ssDNA deamination fluorescence. inhibition, % at 20 µM. 330,000 tested, 0.41% active. AID 493011;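 active means at least 40% inhibition at 20 µM here, with at most 30% in a related deaminase screen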;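 further: plate controls were A3A with DMSO for no effect and wells lacking A3A enzyme for full effect; some results filed as inactive read as strong as hits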
# HKDC1 inh = HKDC1 (human) hexokinase inhibition | recombinant HKDC1, G6PDH/diaphorase resazurin coupled fluorescence | inhibition, % at 20 µM | 340,000 tested, 0.16% active | AID 493160 | Q2TB90;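 active means inhibition above about 35% when tested at 20 µM, limit read from the data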;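 further: plate controls were DMSO wells with enzyme for no effect and DMSO wells lacking enzyme for full effect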
#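 Incubation: 90 min at room temperature in dark / Material: recombinant HKDC1 (HK5) hexokinase enzyme, produced in-house / Quantity: enzyme 5 µg/mL final / Compound: one dose of 20 µM, 1% DMSO / Reagent: glucose and ATP substrates / Buffer or medium: Tris pH 8.0 buffer with MgCl2, Tween-20, BSA, BME / Technique: resorufin fluorescence at 613 nm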
# hIAP act = increases human intestinal alkaline phosphatase activity; purified human IAP, CDP-Star luminescence, 30 min; hits give high values; 1 = vehicle-only enzyme, 0 = enzyme-free background; P09923; 330,000 tested, 0.16% active; AID 2524; activation factor at 10 µM;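 active means activation factor of the enzyme at least 2-fold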; further: the source names both 10 and 20 µM as test concentration; values of inactives mirror those of a sister screen read the other way
# Target sequence (P09923 whole entry, looked up): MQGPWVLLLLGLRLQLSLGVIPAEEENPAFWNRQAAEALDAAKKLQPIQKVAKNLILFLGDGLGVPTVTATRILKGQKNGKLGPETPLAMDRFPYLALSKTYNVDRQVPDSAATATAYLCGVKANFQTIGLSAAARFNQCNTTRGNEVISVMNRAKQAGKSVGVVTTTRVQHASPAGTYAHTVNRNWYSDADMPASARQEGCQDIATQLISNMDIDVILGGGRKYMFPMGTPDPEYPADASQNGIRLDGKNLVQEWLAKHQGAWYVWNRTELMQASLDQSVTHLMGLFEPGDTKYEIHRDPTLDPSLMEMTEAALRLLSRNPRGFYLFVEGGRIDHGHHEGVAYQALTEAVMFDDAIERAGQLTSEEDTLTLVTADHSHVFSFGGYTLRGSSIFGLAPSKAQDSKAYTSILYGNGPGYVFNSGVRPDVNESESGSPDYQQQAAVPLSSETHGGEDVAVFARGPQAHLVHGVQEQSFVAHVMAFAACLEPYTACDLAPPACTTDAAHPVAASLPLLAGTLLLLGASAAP
# hIAP inh = human IAP inhibition | purified IAP, CDP-Star luminescence, 30 min | inhibition, % at 10 µM | 330,000 tested, 0.12% active;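 active means inhibition reaching a set limit with compound at 10 µM in the primary screen, cut at about 35% in these data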;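 further: plate controls were DMSO wells with enzyme for no effect and no-enzyme buffer wells for full effect; values of inactives mirror those of a sister screen read the other way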
# mIAP block = blocks mouse intestinal alkaline phosphatase; purified mouse IAP, CDP-Star luminescence, 30 min; inhibition, % at 10 µM; 330,000 tested, 0.2% active;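 active means inhibition of at least 40% at 10 µM in the primary screen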;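 further: plate controls were DMSO with enzyme for no effect and no enzyme wells for full effect; values of inactives mirror those of a sister screen read the other way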
# PfGluPho inh = PfG6PD (Plasmodium falciparum) enzyme inhibition; PfGluPho enzyme, NADPH resazurin-diaphorase fluorescence; inhibition, % at 20 µM; 350,000 tested, 0.78% active; AID 504690;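 active means inhibition reaching at least a set limit at 20 µM in the primary screen, cut at about 59% in these data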;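 further: 0% = DMSO wells with substrate and 100% = DMSO wells lacking glucose-6-phosphate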
# ATG4B inh = inhibitors of human ATG4B cysteine protease | 340,000 tested, 0.51% active | Q9Y4P1 | inhibition, % at 8.33 µM | AID 504462 | ATG4B cleavage of LC3-PLA2, NBD-HPC fluorescence, 1 h; in the data active means inhibition above about 40%
# Target sequence (Q9Y4P1 whole entry, looked up): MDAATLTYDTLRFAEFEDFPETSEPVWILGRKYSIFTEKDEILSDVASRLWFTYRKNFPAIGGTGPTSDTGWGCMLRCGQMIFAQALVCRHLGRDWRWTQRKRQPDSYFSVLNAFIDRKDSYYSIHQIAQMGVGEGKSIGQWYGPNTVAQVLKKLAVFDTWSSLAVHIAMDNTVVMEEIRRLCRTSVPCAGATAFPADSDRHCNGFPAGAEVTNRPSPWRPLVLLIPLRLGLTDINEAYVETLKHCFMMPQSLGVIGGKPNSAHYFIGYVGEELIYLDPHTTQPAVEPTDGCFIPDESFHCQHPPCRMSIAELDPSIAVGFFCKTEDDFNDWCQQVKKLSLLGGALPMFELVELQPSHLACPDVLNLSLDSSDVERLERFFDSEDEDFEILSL
# * hit, by the source's call; · = not tested or not shown.
smiles,mIAP act,A3A deaminase,HKDC1 inh,hIAP act,hIAP inh,mIAP block,PfGluPho inh,ATG4B inh
CCOC(=O)COn1c(-c2cccc(Cl)c2)nc2ccc([N+](=O)[O-])cc21,0.96,0,-1,0.87,13,4,110*,-6
O=C1C=C(Nc2cccc(Cl)c2)CC(c2ccco2)C1 (stereo not given),0.95,-2,14,0.87,13,4,2,-5
CCN1C=C(Cc2ccc(OC)cc2)C2=C(C1)C(c1ccc(OC)cc1)C(C#N)=C(N)O2 (stereo not given),0.92,-3,-1,1.2,-20,8,5,12
NC(=O)[C@@H]1CC2(CC(c3cccc(NC(=O)[C@H]4CCC(=O)N4)c3)=NO2)CN1C(=O)c1ccc(Cl)cc1 (stereo not given in full),1.2,8,-5,0.92,8,-15,-8,2
Cc1ccc(S(=O)(=O)NC(=O)Nc2ccc(F)cc2)cc1,0.92,1,-2,0.89,11,8,-12,-1
Nc1cc(N)nc(SCC(=O)Nc2ccc(Br)cc2Cl)n1,1,58*,-6,0.83,17,-2,-3,-14
Cc1ccc(S(=O)(=O)c2ccc([N+](=O)[O-])cn2)cc1,1,0,6,1.1,-9,-1,24,2
O=C(NCc1ccc2c(c1)OCO2)c1c[nH]c2ccc(S(=O)(=O)N3CCOCC3)cc2c1=O,0.84,7,-11,0.95,5,16,-13,-10
O=C(Nc1ccc(Br)cn1)c1ccc2nccnc2c1,0.92,-1,-3,0.87,13,8,16,0
COc1ccc(CNC(=O)CSc2n[nH]c(C)c2[N+](=O)[O-])cc1,1,1,7,1.1,-8,-4,-22,-3
O=C(NC(=S)NC1CCS(=O)(=O)C1)c1cccc([N+](=O)[O-])c1 (stereo not given),1,0,4,1.1,-7,-2,-2,2
CCCCCCn1c(SCC(=O)c2c(N)n(C)c(=O)n(C)c2=O)nc2ccccc21,1.1,7,-9,1.1,-9,-8,5,-8
CC1=Nc2cc([N+](=O)[O-])ccc2NC(C)(C)C1,0.9,-1,4,0.88,12,10,19,-10
Cc1ccc(C(=O)Nc2ccc(CC(=O)O)cc2)o1,0.98,1,-4,0.94,6,2,-8,3
CCCCC(CC)CNC(=O)c1ccc2c(c1)OCO2 (stereo not given),1.1,-2,0,1,0,-10,2,4
COc1ccc(C(=O)NCc2ccncc2)cc1OC,1,0,-2,0.96,4,-3,-1,-5
CC(C)C[C@H](NC(=O)c1nc[nH]c1C(=O)N1CCN(c2ccccc2)CC1)C(=O)OCc1ccccc1,0.98,2,5,1.1,-12,2,5,-7
CN(/N=C/c1ccc(-c2ccc([N+](=O)[O-])cc2)o1)c1ccccc1,0.77,3,0,0.7,30,23,14,8
CCCCC(OC(=O)c1ccco1)C(=O)NCc1ccc(C)cc1 (stereo not given),0.99,-1,-3,0.97,3,1,-4,5
Cc1ccc(-n2c(C)cc(/C=N/Nc3ccc([N+](=O)[O-])cn3)c2C)c(C)c1,0.74,10,7,0.75,25,26,8,4
O=C1/C(=C/c2cccs2)N=C(c2cccs2)N1Nc1ccccc1,0.88,0,0,0.77,23,12,-15,-1
O=C(CSc1nnc(CNC(=O)c2cccs2)o1)Nc1ccc(Br)cc1,0.9,-3,-5,0.87,13,10,9,-10
O=C(NCc1ccco1)c1cnc2n(c1=O)CCS2,0.98,8,-17,0.91,9,2,-6,-2
CC(C)CCn1c(=O)c2ccccc2n2c(CCC(=O)NC3CCN(Cc4ccccc4)CC3)nnc12,0.88,-3,6,0.97,3,12,0,2
COc1ccc(C)cc1NC(=O)CSc1nnc(COc2ccc(C)cc2)n1Cc1ccco1,0.88,-6,1,1.2,-23,12,8,-7
CC1CCCC(C)N1C(=O)COC(=O)c1ccc(O)cc1 (stereo not given),0.95,1,0,0.94,6,5,-19,9
CC(=O)OCCc1[nH]c2ccccc2c1C,0.98,24,-2,0.88,12,2,7,1
COc1ccc(NC(=O)C2CCCN(S(=O)(=O)c3c(C)n[nH]c3C)C2)c(OC)c1 (stereo not given),0.93,2,0,0.99,1,7,-7,-3
Cc1ccc(N2C(=O)c3cccc([N+](=O)[O-])c3C2=O)cc1C,0.95,0,1,0.91,9,5,-10,-9
CCOC(=O)C1=C(C)Nc2nnnn2C1c1c[nH]c2ccccc12 (stereo not given),1.1,-2,·,1.1,-9,-12,·,·

# 3 structures already listed, sorted by number of heavy atoms, low to high:
smiles,mIAP act,A3A deaminase,HKDC1 inh,hIAP act,hIAP inh,mIAP block,PfGluPho inh,ATG4B inh
O=C1C=C(Nc2cccc(Cl)c2)CC(c2ccco2)C1 (stereo not given),0.95,-2,14,0.87,13,4,2,-5
COc1ccc(CNC(=O)CSc2n[nH]c(C)c2[N+](=O)[O-])cc1,1,1,7,1.1,-8,-4,-22,-3
O=C1/C(=C/c2cccs2)N=C(c2cccs2)N1Nc1ccccc1,0.88,0,0,0.77,23,12,-15,-1

# Next section
smiles,mIAP act,A3A deaminase,HKDC1 inh,hIAP act,hIAP inh,mIAP block,PfGluPho inh,ATG4B inh
O=S(=O)(NCc1cc(-c2ccccc2Cl)no1)c1ccc(Cl)cc1,1,4,3,0.95,5,-3,-20,0
Cc1cc(C)cc(NC(=O)C(OC(=O)c2cccs2)c2ccccc2)c1 (stereo not given),1.2,-2,-8,0.97,3,-19,12,5
CCOc1ccc2nc(NC(=O)CSc3nnc(-c4ccncc4)n3CC3CCCO3)sc2c1 (stereo not given),0.92,2,2,1.2,-16,8,11,-14
Cc1ccc(CC2C(=O)N(c3ccc(F)cc3)C(=O)C2C)cc1 (stereo not given),0.93,6,-3,1.1,-10,7,-3,-12
Cc1cc(C)cc(NC(=O)CSc2nc3ccncc3[nH]2)c1,0.91,-6,0,0.98,2,9,14,-4
COc1cccc(C(=O)N/N=C(/CCC(=O)O)c2ccccc2)c1,0.97,2,1,0.98,2,3,-8,-1
Cc1cc(C)nc(SCC(=O)N/N=C/c2cccs2)n1,1.1,-1,-7,1.1,-10,-10,6,-5
Cc1ccc(C2NC(=O)c3c(sc4c3CCN(C)C4)N2)s1 (stereo not given),0.89,-15,0,1.2,-22,11,29,-6
COc1ccc(NC(=O)CCN2CCN(Cc3ccccc3)CC2)c(OC)c1,0.97,6,-3,0.8,20,3,6,-3
COC(=O)c1cc(NC(=O)Cc2cccs2)cc(C(=O)OC)c1,0.97,64*,0,1.1,-11,3,-4,3
COc1cc2[nH]c(=O)n(CCCCCC(=O)NC3CCCC3)c(=O)c2cc1OC,0.98,0,5,0.95,5,2,-19,2
CCN(CC)C(=O)c1cc(-c2ccccc2OC)on1,1,1,-6,0.97,3,-4,3,-4
O=C(c1ccco1)N1CCN(C(=O)C2CC(=O)N(c3ccccc3)C2)CC1 (stereo not given),1,-5,-5,0.82,18,-1,0,11
CC1(C)CC(=O)c2sc(NS(=O)(=O)Cc3ccccc3)nc2C1,0.94,-1,-3,0.93,7,6,37,-5
COCCn1c(COc2cccc(OC)c2)nnc1SCC(=O)NC1CCCCC1,0.99,-2,-6,1,-4,1,9,-8
Cc1ccc(S(=O)(=O)NNC(=O)c2sc(=S)n(C)c2C)cc1,1.1,3,2,0.91,9,-7,-23,1
CN(C)C(CNC(=S)Nc1ccccc1Cl)c1cccnc1 (stereo not given),0.99,-3,-1,1.1,-8,0,-9,-3
O=C1NCCCC1C(=O)N/N=C/c1ccc([N+](=O)[O-])cc1 (stereo not given),0.83,1,4,0.91,9,17,4,-7
COc1ccc(NC(=O)C2CCCN2C(=O)OC(C)(C)C)cc1 (stereo not given),1.1,-3,-5,0.92,8,-6,-10,-8
CC(C)NC(=O)c1cc2c(-c3ccc(Cl)cc3)nn(C)c2s1,0.93,-2,-3,0.85,15,8,3,-9
CC1CN(C2CCN(C(=O)c3ccccc3Cl)CC2)CC(C)O1 (stereo not given),0.97,-4,-5,0.98,2,3,-5,2
O=C(NCc1cccnc1)c1c[nH]c2cc3c(cc2c1=O)OCCO3,0.98,-1,-5,1.1,-12,2,-9,3
CCOC(=O)c1sc(NC(=O)Cc2ccc(C)cc2)nc1C,1,-1,-6,1.1,-6,-3,4,-3
Cc1cc(Br)ccc1SCC(=O)OCC(=O)NCc1ccco1,0.89,59*,5,0.82,18,12,20,4
COc1ccc(-c2cc(C(=O)NC(C)C)no2)cc1,0.95,3,-8,0.83,17,5,-11,8
COc1ccc(NC(=O)Cn2c(=O)cnc3ccccc32)cc1S(=O)(=O)N1CCCCC1,0.98,6,-2,1,-4,2,5,-15
COc1ccc(CN2C(=O)c3ccc(C(=O)O)cc3C2=O)cc1,0.98,-4,-5,1.2,-17,2,-22,-5
NS(=O)(=O)c1cccc(NC(=O)CSc2nc3ccccc3[nH]2)c1,0.73,6,-4,0.93,7,27,-9,-10
Cn1cc(Br)c(C(=O)N2CCN(c3cccc(Cl)c3)CC2)n1,1.1,1,0,0.9,10,-8,2,-9
CCC1CCCCN1CCCNC(=O)CN1C(=O)COc2ccc(S(=O)(=O)N3CCOCC3)cc21 (stereo not given),0.95,-1,-2,1.1,-10,5,4,-5
COc1ccc2c(Cn3cnc4cc([N+](=O)[O-])ccc4c3=O)cc(=O)oc2c1,0.93,7,7,0.96,4,7,24,3
CCN(CC)CCn1c(=N)n(CC(O)c2ccc(OC)c(OC)c2)c2ccccc21 (stereo not given),1,0,-1,1.1,-10,-4,-7,1
Cc1ccnc(SCc2cc(=O)c(OC(=O)c3ccco3)co2)n1,1,5,-3,1.1,-10,-4,-2,4
Cc1ccc(C(=O)C2CCN(C(=O)c3ccc(C)cc3)CC2)cc1,1,1,-1,0.84,16,-4,-6,-1
COCc1ccc(CN2CCCC(CO)(Cc3ccccc3)C2)o1 (stereo not given),0.98,-1,-7,0.8,20,2,-1,1
CCOC(=O)c1[nH]c2ccc(OCC)cc2c1NC(=O)CN1CCC2(CC1)OCCO2,0.94,-2,-4,0.75,25,6,-7,-6
CCO[C@H]1OC(C(=O)NCc2nc3ccccc3[nH]2)=C[C@@H](c2ccc(Br)cc2)[C@@H]1CCCO,1,0,-1,1.1,-5,-4,13,-13
CC1(c2ccccc2)NC(=O)N(CC(=O)Nc2ccc(N3CCOCC3)cc2)C1=O (stereo not given),0.99,0,-3,1.1,-11,1,-5,3
CCS(=O)(=O)Nc1ccc(C(=O)CC2(O)C(=O)Nc3ccccc32)cc1 (stereo not given),0.99,0,3,0.84,16,1,-4,-4
Cc1cc(NC(=O)Nc2cccc(C(F)(F)F)c2)no1,1.3,2,-1,0.97,3,-29,0,-3
CCN1CCN(C(=O)c2cc3c(-c4ccc(Cl)cc4)nn(C)c3s2)CC1,0.93,1,-2,1.1,-9,7,12,-14
Cc1nn(-c2ccccc2)c(C)c1C1C(C#N)=C(N)Oc2n[nH]c(C)c21 (stereo not given),1,4,-3,0.88,12,-4,5,-5
C/C(=N\NS(=O)(=O)c1ccc(Br)cc1)c1ccc(-n2ccnc2)cc1,1,0,-5,1.1,-12,-3,-13,-12
Cc1nc(C)c(C(=O)N/N=C/c2c[nH]c3ccccc23)s1,0.96,1,-1,0.85,15,4,-4,6
O=S(=O)(Cc1ccccc1Cl)N1CCCCC1,0.96,1,-2,1.1,-13,4,9,13
